Bioassay records: PubChem BioAssay, National Center for Advancing Translational Sciences (NCATS)
SW480 rerep: inducers of DNA re-replication in SW480 colon cancer cells | SW480 DNA re-replication, Hoechst DNA content imaging, 48 h | Potency, µM (series often up to 46.1 µM), without a hit: at the top dose re-replication activation, actives largely listed as activators | hit rate 1.8% among 340,000 | AID 624297; note: potency is the fitted concentration of half-maximal effect; % of control where 0% means no effect; nearly all actives have a fitted effect of over 55% in size
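250 cells/well; 23 nL cpd via pin tool; 48 hr, 37 C, 5% CO2; Hoechst 40 min; imager read of total nuclear intensity, ex 405/em 500-530 nm.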
IL-1B inflam inh: blocks inflammasome-driven IL-1 beta release. activity change, % at 57.5 µM. hit rate 4.7% among 360,000. THP-1 LPS/ATP IL-1B secretion, AlphaLISA, 16 h; active compounds read low; in the data active = activity change below about -50%; inconclusive = mostly about -30% to -49%; note: % is set by controls: 0 for no effect and ±100 for the full control effect
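THP-1 cells pretreated 1 hr with compounds (up to 57.5 uM final), then stimulated with LPS (250 ng/mL final) plus ATP (1.25 mM final); secreted IL-1B measured by AlphaLISA after 16 hr, decreased signal indicating inhibition.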
KB-3-1 cytotox: KB-3-1 parental cell cytotoxicity; KB-3-1 viability, CellTiter-Glo ATP luminescence, 72 h; hit rate 1.4% among 400,000; Potency, µM (highest dose often 46.1 µM), inactives show top-dose activity change, negative = cytotoxic, usual class: cytotoxic; AID 1347075; note: potency is the fitted concentration of half-maximal effect; % is set by controls: 0 for no effect and ±100 for the full control effect; nearly all actives have a fitted effect of over 60% in size
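KB-3-1 parental drug-naive adenocarcinoma cells in DMEM/10% FBS, incubated 72 h at 37 C with pin-transferred compounds across a concentration series. Viability by CellTiter-Glo luminescence; concentration-response curves fitted after normalization.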
HT1080 IDH1KD tx: kills HT-1080 cells with IDH1 knockdown. HT-1080 IDH1 knockdown viability, ATP luminescence, 48 h. Potency, µM (doses to about 46.1 µM), for the others: top-dose activity, negative = toxicity, actives largely listed as cytotoxic. hit rate 2% among 360,000. AID 686971;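 note: potency is the fitted concentration of half-maximal effect; 0% = DMSO wells and -100% = cell-free medium wells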
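HT-1080-IDH1KD cells (IDH1 knocked down), 750/well in RPMI with 5% FBS, treated with compound 48 h at 37 degrees C. Viability by CellTiter-Glo luminescence, normalised to DMSO and no-cell wells; concentration-response curves classed.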
GLP1R ag: activates the human GLP-1 receptor; Potency, µM (top dose mostly 45.6 µM), without a hit: at the highest dose activation, most hits filed as activators; AID 624172; HEK293 GLP-1R CRE-luciferase, luminescence, 4-6 h; cells express a hypersensitive GLP-1R form; hit rate 0.007% among 380,000; P43220; note: potency is the fitted concentration of half-maximal effect; % of control where 0% means no effect
Target sequence (P43220 whole entry, looked up): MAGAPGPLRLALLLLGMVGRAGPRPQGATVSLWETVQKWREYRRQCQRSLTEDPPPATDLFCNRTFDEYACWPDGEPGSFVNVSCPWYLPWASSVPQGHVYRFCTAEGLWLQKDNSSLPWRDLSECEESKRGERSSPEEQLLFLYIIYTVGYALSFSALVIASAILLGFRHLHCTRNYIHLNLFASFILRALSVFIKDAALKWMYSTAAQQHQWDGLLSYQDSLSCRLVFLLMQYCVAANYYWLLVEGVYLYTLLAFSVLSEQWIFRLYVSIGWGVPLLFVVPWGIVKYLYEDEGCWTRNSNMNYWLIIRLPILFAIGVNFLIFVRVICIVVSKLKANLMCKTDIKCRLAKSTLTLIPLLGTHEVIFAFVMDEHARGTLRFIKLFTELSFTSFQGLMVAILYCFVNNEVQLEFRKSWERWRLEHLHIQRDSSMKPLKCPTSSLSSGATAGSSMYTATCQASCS
DRD3 antagonist: blocks the human D3 dopamine receptor. P35462. D3R cells, DiscoveRx beta-arrestin luminescence, antagonist mode; active compounds read low. max response, negative = inhibition, %. hit rate 2.5% among 360,000. AID 652054; in the data active = max response below about -50%; inconclusive = no clear call, values can overlap the other calls; note: % is set by controls: 0 for no effect and ±100 for the full control effect; mostly tested at two doses, the higher about 12 µM
Target sequence (P35462 whole entry, looked up): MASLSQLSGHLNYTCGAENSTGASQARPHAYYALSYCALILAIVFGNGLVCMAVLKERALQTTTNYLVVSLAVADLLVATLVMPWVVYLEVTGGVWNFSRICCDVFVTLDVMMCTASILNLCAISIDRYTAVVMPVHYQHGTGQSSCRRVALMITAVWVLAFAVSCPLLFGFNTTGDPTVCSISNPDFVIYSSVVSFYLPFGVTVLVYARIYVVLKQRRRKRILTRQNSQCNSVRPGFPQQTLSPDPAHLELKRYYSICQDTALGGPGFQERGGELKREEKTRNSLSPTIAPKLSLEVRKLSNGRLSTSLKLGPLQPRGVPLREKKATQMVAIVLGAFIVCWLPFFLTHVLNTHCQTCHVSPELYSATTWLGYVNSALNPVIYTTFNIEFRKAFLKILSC
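Cells expressing the human receptor were seeded at 1500 cells/well, incubated overnight at 37 degrees C in 5% CO2, then exposed to library compounds with dopamine controls for 90 minutes at 37 degrees C before luminescent detection.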
HT1080NT lethal: kills 2HG-producing HT-1080-NT fibrosarcoma cells; AID 686970; hit rate 1.6% among 360,000; HT-1080-NT fibrosarcoma viability, CellTiter-Glo ATP luminescence, 48 h; Potency, µM (doses to about 46.1 µM), for inactives: at the highest dose activity, negative = less viability, hits mostly cytotoxic;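 note: NT is the 2HG producing partner of a matched IDH1 knockdown line; potency is the fitted concentration of half-maximal effect; 0% = DMSO-treated cells and -100% = media-only wells without cells; nearly all actives have a fitted effect of over 55% in size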
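Viability of the 2HG-overproducing fibrosarcoma line after 48 hours of compound exposure at 37 degrees C was determined by luminescence with CellTiter-Glo, and concentration-effect curves were then fitted and categorized.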
KB-V1 MDR tox: KB-V1 MDR subline cytotoxicity; KB-V1 MDR cells viability, CellTiter-Glo, 72 h; Potency, µM (titrated, usually from 46.1 µM), inactives show at the highest dose activity change, negative = cytotoxicity, most hits filed as cytotoxic; hit rate 3.4% among 400,000; note: potency is the fitted concentration of half-maximal effect; % is set by controls: 0 for no effect and ±100 for the full control effect; nearly all actives have a fitted effect of over 60% in size
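Cytotoxicity toward P-gp-expressing KB-V1 cells was determined as loss of CellTiter-Glo luminescence after 72 h at 37 degrees C. Compounds were tested in quantitative HTS format across a concentration range, with curves fitted to normalized data.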
D3 ag: agonists of human D3 dopamine receptor; P35462; D3R DiscoveRx beta-arrestin cells, luminescence, 90 min; max activation, %; hit rate 0.58% among 410,000; AID 652048; in the data active = max activation above about 30%; note: 0% is about no effect; mostly tested at two doses, the higher about 12 µM
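Agonist mode: compounds and dopamine controls were applied to plated cells for 90 min at 37 degrees C after an overnight attachment at 1500 cells/well. Luminescent read-out followed 30 - 60 minutes at room temperature with DiscoveRx detection reagent.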
Starred values were filed as active, the others as inactive; u = inconclusive; x = no result given; & = joins results of further samples; [ ] = dose if it differs, or a comment. Unless noted, calls come from the whole dose curve; as a rule, active = well fitted curve in the direction sought with a large enough effect; inconclusive = small, poorly fitted or top-dose-only effect, or another doubt; inactive = no such curve, though single readings can be large; an effect the other way counts as inactive or inconclusive.

SMILES	SW480 rerep	IL-1B inflam inh	KB-3-1 cytotox	HT1080 IDH1KD tx	GLP1R ag	DRD3 antagonist	HT1080NT lethal	KB-V1 MDR tox	D3 ag
Cc1cc(NC(=O)c2c(-c3c(Cl)cccc3Cl)noc2C)n(C)n1	12%	22	15%	10%	8%	6	12%	-22%	9
NNC(=S)NCc1cccnc1	x	0	19%	10%	-3%	2	7%	0%	4
CCOc1ccc(NC(=O)CCSc2ccc3ccccc3n2)cc1	0%	57	-4%	-1%	0%	4	2%	3%	1
CC(=O)Nc1ccc(S(=O)(=O)N2CCC(C(=O)Nc3nccs3)CC2)cc1	-5%	11	20%	5%	1%	8	5%	18%	3
Cc1ccc(N(C(C)C(=O)O)S(=O)(=O)c2c(C)[nH]c(=O)[nH]c2=O)cc1 (stereo not given)	-6%	23	-3%	0%	-1%	23	-4%	4%	-7
CCOc1nc(NC(=O)NS(=O)(=O)Oc2ccccc2Cl)nc(-c2ccccc2)n1	-1%	12	20%&3%	-19%	-2%&2%	14	-1%	0%&-8%	9&-6
COc1ccc(NC(=O)C2(C)Cc3c(-c4ccc5c(c4)OCO5)ccnc3O2)cc1OC (stereo not given)	x	2	-1%	u	17%	13	-28%	-18%	7
Cc1cccc(OCC(=O)Nc2ccc(S(=O)(=O)Nc3ccccn3)cc2)c1	6%	17	10%	-10%	8%	-8	-5%	0%	4
O=C1CN(C(=O)CSc2nnc(C3CC3)n2-c2ccccc2)c2ccccc2N1	1%[9.22 µM]	-6	-6%	3%	-6%	0	-6%	u	-8
O=C(/C=C/c1ccc(S(=O)(=O)N2CCOCC2)cc1)N1CCCCC1	-24%	0	-11%	15%	12%	5	3%	-10%	1
O=C(OCc1ccccn1)c1ccc(COc2ccc3ccccc3c2)o1	-5%	3	8%	3%	19%	11	7%	-5%	0
Cc1ccc(C(=O)CSc2nnc(-c3ccccc3N)n2C)cc1C	0%	-19	1%	-5%	3%	9	-9%	-3%	5
O=c1[nH]c2c(s1)C(c1cccnc1)C1C3CCC(C3)C1S2 (stereo not given)	10%	0	1%	0%	7%	17	-3%	5%	9
O=C(CCC(=O)N1CCCCCC1)Nc1ccc([N+](=O)[O-])cc1	18%	33	8%	u	14%	-4	6.5µM*	16%	-6
Cc1oc2c(c1C(=O)Nc1cccc3ccccc13)CCCC2	u	3	-4%	10%	-6%	15	2%	-5%	5
COCc1cc(CN2CCCC(C(=O)Nc3ccc(-c4ccco4)cc3)C2)ccc1OC (stereo not given)	23µM*	-30	u	u	u	u	u	6%	-15
O=C(Nc1cccc(S(=O)(=O)N2CCCCC2)c1)C1CCCC1	-9%	-18	5%	-14%	14%	12	1%	6%	9
Cc1cc(C)n(C(=O)CCC(=O)NCc2ccccc2)n1	-1%	18	10%	4%	-9%	-20	15%	-1%	0
COc1cc(OC)cc(C(=O)Nc2cccc3c2CCCC3)c1	u	8	12%	10%	-5%	-17	0%	-7%	-14
CC1CC(C)CN(C(=O)c2nn(C)c3c2CSc2ccccc2-3)C1 (stereo not given)	0%	-28	16%	1%	-2%	2	7%	4%	-2
CCN(C(=O)COC(=O)c1ccccc1Nc1cccc(C)c1C)C1CCS(=O)(=O)C1 (stereo not given)	19%	-22	0%	-6%	14%	-11	-2%	-23%	0
Cc1nc(NC(=O)CN2CCCCC2)sc1C(=O)N(C)C	-6%	16	26%	9%	-6%	4	9%	-6%	3
COc1ccc(CNC(=O)C(C)N2C(=O)COc3ccc(C)cc32)c(OC)c1 (stereo not given)	u	-10	0%	15%	12%	-18	-15%	-1%	-23
OCc1ccc(-c2nn(Cc3ccccc3)c3ccccc23)o1	-4%	-11	0%	-21%&0%	-1%	0	-24%&0%	u	9
CC1CC(C)CN(S(=O)(=O)c2ccc(F)c(C(=O)NC3CCCCC3C)c2)C1 (stereo not given)	x	-10	-5%	3%	-5%	10	1%	-23%	-6

Some of the entries so far, comma-delimited.
canonical_smiles,SW480 rerep,IL-1B inflam inh,KB-3-1 cytotox,HT1080 IDH1KD tx,GLP1R ag,DRD3 antagonist,HT1080NT lethal,KB-V1 MDR tox,D3 ag
Cc1cc(NC(=O)c2c(-c3c(Cl)cccc3Cl)noc2C)n(C)n1,12%,22,15%,10%,8%,6,12%,-22%,9
NNC(=S)NCc1cccnc1,x,0,19%,10%,-3%,2,7%,0%,4
CCOc1ccc(NC(=O)CCSc2ccc3ccccc3n2)cc1,0%,57,-4%,-1%,0%,4,2%,3%,1
CC(=O)Nc1ccc(S(=O)(=O)N2CCC(C(=O)Nc3nccs3)CC2)cc1,-5%,11,20%,5%,1%,8,5%,18%,3
Cc1ccc(N(C(C)C(=O)O)S(=O)(=O)c2c(C)[nH]c(=O)[nH]c2=O)cc1 (stereo not given),-6%,23,-3%,0%,-1%,23,-4%,4%,-7
CCOc1nc(NC(=O)NS(=O)(=O)Oc2ccccc2Cl)nc(-c2ccccc2)n1,-1%,12,20%&3%,-19%,-2%&2%,14,-1%,0%&-8%,9&-6
COc1ccc(NC(=O)C2(C)Cc3c(-c4ccc5c(c4)OCO5)ccnc3O2)cc1OC (stereo not given),x,2,-1%,u,17%,13,-28%,-18%,7
Cc1cccc(OCC(=O)Nc2ccc(S(=O)(=O)Nc3ccccn3)cc2)c1,6%,17,10%,-10%,8%,-8,-5%,0%,4
O=C1CN(C(=O)CSc2nnc(C3CC3)n2-c2ccccc2)c2ccccc2N1,1%[9.22 µM],-6,-6%,3%,-6%,0,-6%,u,-8
O=C(/C=C/c1ccc(S(=O)(=O)N2CCOCC2)cc1)N1CCCCC1,-24%,0,-11%,15%,12%,5,3%,-10%,1
O=C(OCc1ccccn1)c1ccc(COc2ccc3ccccc3c2)o1,-5%,3,8%,3%,19%,11,7%,-5%,0

Continued:
SMILES	SW480 rerep	IL-1B inflam inh	KB-3-1 cytotox	HT1080 IDH1KD tx	GLP1R ag	DRD3 antagonist	HT1080NT lethal	KB-V1 MDR tox	D3 ag
CC(=O)Oc1ccc2c(=O)c(-c3ccccc3)coc2c1	-14%	-22	-3%	-20%	1%	5	-2%	2%	-2
O=C(CN1CCCC1)Nc1ccccc1C(=O)c1ccccc1	-4%	-4	2%	-1%	17%	-5	2%	-11%	-9
Cc1c(CCC(=O)O)c(=O)oc2cc3occ(-c4ccc(Cl)cc4)c3cc12	5%	-9	0%	-15%	14%	15	-19%	4%	14
O=C(Nc1cccc(C(F)(F)F)c1)C(Sc1cccc[n+]1[O-])c1ccccc1 (stereo not given)	1%	13	-1%	-6%	-1%	5	-4%	4%	-4
Nc1nccc(SCc2ccc(Cl)cc2Cl)n1	-2%	x	11%	-8%	6%	12	-4%	23%	7
Cc1ccc(S(=O)(=O)NCC(=O)OCC(=O)Nc2ccccc2OC(F)F)cc1	-8%	12	20%	10%	-5%	-2	13%	2%	-13
Cc1ccccc1NC(=O)Cn1nc(-c2ccc(Cl)s2)ccc1=O	0%	10	10%	-1%	13%	-1	-2%	0%	5
COc1cc(OC)cc(C(=O)Nc2ccccc2C(=O)NC2CC2)c1	u	11	u	u	18%	23	-28%	6.5µM*	0
Cc1ccc(N2C(=O)CC(N3CCN/C3=C3\CC/C(=C\c4ccccc4)C3=O)C2=O)cc1 (stereo not given)	-26%	4	28%	0%	-3%	7	-4%	0%	-7
O=C(NCCCc1ccccc1)C(=O)NCC1OCCN1S(=O)(=O)c1cc(F)ccc1F (stereo not given)	8%	-4	11%	-3%	1%	-10	-8%	u	-4
CCN(CC)CCCNC(=O)c1csc(Nc2cccc3ccccc23)n1	-8%	-16	-19%	-11%	-4%	-5	u	0%	-3
COc1ccc(N2CCN(C(=O)COC(=O)c3oc4ccccc4c3C)CC2)cc1	-28%	5	u	2%	9%	27	3%	-18%	20
O=[N+]([O-])c1cccc(C(=Nc2ccccc2)NO)c1	-2%	-2	-3%	1%	2%	3	6%	4%	-3
CN(C)c1ccc(/C=C/C(=O)c2ccccc2O)cc1	0%	3	-1%	13%	-5%	-26	2%	0%	-10
O=C(Oc1ccccc1N1C(=O)C2CCCCC2C1=O)c1ccccc1F (stereo not given)	1%	27	11%	5%	1%	4	5%	21%	5
COc1ccc(NC(=O)CCNS(=O)(=O)c2ccc3c(c2)CC(C)N3C(C)=O)cc1 (stereo not given)	-4%	-1	9%	2%	3%	-4	5%	7%	4
c1ccc2[nH]c(NC3=NCCC3)nc2c1	-10%[9.22 µM]	-18	0%	22%	-2%	10	21%	7%	4
Cc1ccc2nc(C)c(C(=O)N/N=C/c3ccco3)cc2c1	-12%	5	13%	15%	1%	-9	8%	14%	1
CCCc1nn(C)c(C(=O)Nc2ccc(Cl)cc2)c1Cl	-8%	19	1%	3%	20%	10	-14%	0%	-3
Cc1ccc(NC(=O)CSc2nnc(CNC(=O)c3ccco3)n2C)c(C)c1	-2%	4	0%	-9%	0%	-28	-17%	-3%	-3
Cc1cc2c(cc1S(=O)(=O)CCC(=O)NC1CCC(C)CC1)OCC(=O)N2 (stereo not given)	-22%	1	-2%&1%	-2%	2%	-4	6%	3%&14%	-11&7
CCCn1nc(Oc2nc(NCC)nc(NC(C)C)n2)ccc1=O	-7%	112	6%	-4%	-2%	0	1%	-27%	-4
CCc1ccc([C@H]2C(C(=O)O)=C[C@@H](C(C)(C)C)N2S(=O)(=O)c2ccc(C)cc2)cc1	u	44	-12%	-7%	0%	4	-9%	-7%	15
C/C(=N\NC(=O)C(c1ccncc1)N1CCOCC1)c1ccc(Br)cc1 (stereo not given)	-3%	-9	-2%	-4%	5%	u	-5%	-19%	6
COc1ccc(NC(=O)c2cccnc2SC)cc1OC	1%	u	18%	7%	5%	-19	6%	-14%	3
